# High-throughput results: PubChem, several laboratories
# PriA SSB inh = inhibitors of Klebsiella pneumoniae PriA binding to SSB C-terminal tail, primary screen, biochemical, AlphaScreen | 0.6% of 430,000 active | AID 1272365, 2023 | PriA–SSB C-terminal tail interaction (Klebsiella pneumoniae) | AlphaScreen SSBct-PriA binding, biotinylated peptide | inhibition, % at 33 µM; in the data active = inhibition mostly above about 37%, no sharp cut-off; inactive = mostly below about 20%;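 also: plate controls were negative control peptide for no effect and reference peptide for full effect; strong numbers were not always called active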
# MazF activator = activators of E. coli MazEF toxin-antitoxin RNase, primary screen, biochemical, fluorescence, uHTS; FAM/BHQ RNA-DNA oligo cleavage fluorescence, 5 h; activation, % at 20 µM; 0.32% of 350,000 active; in the data active = activation above about 50%
# Target sequence (P0AE70 whole entry, looked up): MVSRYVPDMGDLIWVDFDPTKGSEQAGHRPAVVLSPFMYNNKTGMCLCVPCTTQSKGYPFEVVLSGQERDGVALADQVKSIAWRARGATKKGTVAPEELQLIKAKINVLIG
# UGM FP inh = M. tuberculosis UGM enzyme inhibitors, primary screen, biochemical, fluorescence polarization, single point; UDP-galactopyranose mutase (Mycobacterium tuberculosis (strain ATCC 25618 / H37Rv)), …; purified UGM, fluorescence polarization probe displacement; inhibition, % at 10 µM; 0.06% of 320,000 active; in the data active = inhibition above about 10%, passing the limit was not always enough
# Target sequence (P9WIQ1 whole entry, looked up): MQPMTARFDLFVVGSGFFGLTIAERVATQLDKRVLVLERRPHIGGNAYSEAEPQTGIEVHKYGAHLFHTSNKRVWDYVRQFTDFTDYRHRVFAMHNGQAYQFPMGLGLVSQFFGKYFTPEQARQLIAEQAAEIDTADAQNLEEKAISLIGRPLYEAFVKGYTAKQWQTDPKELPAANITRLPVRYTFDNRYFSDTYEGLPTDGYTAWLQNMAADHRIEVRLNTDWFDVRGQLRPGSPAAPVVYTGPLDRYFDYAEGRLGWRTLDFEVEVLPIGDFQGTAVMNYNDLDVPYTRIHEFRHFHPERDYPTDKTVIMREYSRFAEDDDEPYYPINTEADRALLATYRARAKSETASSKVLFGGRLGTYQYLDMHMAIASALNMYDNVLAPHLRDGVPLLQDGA
# BH1578 lux ind = inducers of Vibrio cholerae quorum light production without autoinducers, primary screen, BH1578 luxS cqsA deficient, single point; V. cholerae BH1578 lux reporter, luminescence, 6 h; activation, % at 18.7 µM; 0.16% of 350,000 active; AID 588436, 2011; in the data active = activation mostly above about 9.7%, no sharp cut-off; also: not every result past the cut was called active; inactives centre near 0; reference of the scale not given here
# Rv3671c protease = Rv3671c serine protease inhibitors, primary screen, biochemical, fluorescence polarization, M. tuberculosis H37Rv; inhibition, % at 5.96 µM; 0.048% of 320,000 active; AID 2606, 2010; in the data active = inhibition above about 38%;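 also: extracellular domain of Rv3671c used as enzyme; 0% = enzyme with DMSO and 100% = no enzyme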
# 3CLpro inhibitor = SARS-CoV 3CLpro protease inhibitors, primary screen, biochemical, quenched FRET | recombinant SARS-CoV 3CLpro, quenched FRET peptide cleavage | inhibition, % at 6 µM | 0.14% of 290,000 active | Replicase polyprotein 1ab (Severe acute respiratory syndrome coronavirus), P0C6X7; in the data active = inhibition above about 12%
# FBA Mtb inh = Mtb FBA enzyme inhibitors, primary screen, biochemical, fluorescence, strain H37Rv. purified M. tuberculosis FBA, fluorescence read-out. 2.3% of 360,000 active. inhibition, % at 1 µM; in the data active = inhibition above about 27%;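 also: 0% = vehicle and 100% = reference inhibitor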
# Target sequence (P9WQA3 whole entry, looked up): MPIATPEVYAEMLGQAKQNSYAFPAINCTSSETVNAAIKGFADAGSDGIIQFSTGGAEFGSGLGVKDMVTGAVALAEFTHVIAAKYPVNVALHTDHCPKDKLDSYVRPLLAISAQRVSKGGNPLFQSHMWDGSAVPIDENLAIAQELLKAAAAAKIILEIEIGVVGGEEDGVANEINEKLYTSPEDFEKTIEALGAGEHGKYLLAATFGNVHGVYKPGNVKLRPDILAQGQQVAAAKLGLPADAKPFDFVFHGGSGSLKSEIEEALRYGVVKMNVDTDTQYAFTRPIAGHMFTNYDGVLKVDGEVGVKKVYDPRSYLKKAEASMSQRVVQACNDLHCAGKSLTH
# VHR inh abs = VHR1 phosphatase inhibitors, primary screen, biochemical, absorbance, uHTS; recombinant VHR phosphatase, pNPP absorbance; AID 1654, 2009; 0.52% of 290,000 active; inhibition, % at 13.3 µM; in the data active = inhibition above about 50%; also: some compounds called inactive have numbers as strong as hits
# Target sequence (P51452 whole entry, looked up): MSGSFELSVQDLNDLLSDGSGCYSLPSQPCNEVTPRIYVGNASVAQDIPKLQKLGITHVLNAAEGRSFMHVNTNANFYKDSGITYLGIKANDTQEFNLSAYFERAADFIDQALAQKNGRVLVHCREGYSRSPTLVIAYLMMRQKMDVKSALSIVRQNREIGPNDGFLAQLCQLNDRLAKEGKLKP
# GDH-TPI inh = GDH-TPI coupling enzyme inhibitors, primary screen, artefact control for M. tuberculosis FBA inhibitor project, biochemical, absorbance, full deck. inhibition, % at 4.8 µM. AID 588335, 2011. GDH-TPI coupled enzyme counterscreen, NADH absorbance. 1.2% of 360,000 active; in the data active = inhibition above about 30%;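 also: 0% = DMSO wells and 100% = wells lacking the enzyme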
# BioA inh = M. tuberculosis BioA enzyme inhibitors, primary screen, biochemical, plate reader, single point, HTS | inhibition, % at 9.99 µM | 0.096% of 360,000 active | purified M. tuberculosis BioA enzyme | 7,8-diaminopelargonic acid synthase BioA (Mycobacterium tuberculosis); in the data active = inhibition above about 40%
# * marks the source's active call; other numbers are inactive results; i = inactive; x = no result given; + = active, no number; & = joins results of further samples. Some of the compounds tested; count on the stated rates, not on these rows.
SMILES,PriA SSB inh,MazF activator,UGM FP inh,BH1578 lux ind,Rv3671c protease,3CLpro inhibitor,FBA Mtb inh,VHR inh abs,GDH-TPI inh,BioA inh
NS(=O)(=O)c1cccc(C(=O)NC2CCSc3ccccc32)c1 (centres undefined),-1,4,-1.1,-0.3,-7,-2,4,-19,11,-5.1
CC(C)(C)C(=O)/C=C1\NC(=O)CS1,1,-6,-0.1,i,-1,2,-1,7,15,x
CCCCCc1nnc(NC(=O)NS(=O)(=O)c2ccc(C)cc2)s1,-8,6,0.3,-4.0,4,-1,41*,-19,2,-0.8
COc1ccccc1N1CCN(C(=O)/C=C/c2ccc(C)cc2)CC1,-1,12,1.0,-0.3,-5,2,0,2,-7,x
COc1ccc(OC)c(CNC(=O)CCS(=O)(=O)c2ccc3c(c2)oc(=O)n3C)c1,4,8,0.5,-0.4,4,2,-2,4,-6,-1.7
CC[C@]12c3[nH]c4cc(-c5ccco5)ccc4c3CCN1C(=O)[C@@H](CC(=O)NCc1ccco1)C[C@@H]2C(=O)N1CCN(C(=O)C2CC2)CC1,-12,4,x,-0.4,x,x,21,x,13,0.8
O=C(NCc1ccc2c(c1)OCO2)C1CCCN(C(=O)c2ccc(Cl)cc2)C1 (centres undefined),-12,-3,-2.3,i,4,1,0,35,0,4.8
CCN1C(=O)/C(=C\c2nc3ccccc3c(=O)n2-c2ccccc2)c2ccccc21,x,-1,-0.5,-0.4,7,0,-3,0,6,x
CCOC(=O)CNC(=O)N1CCCC(CNS(=O)(=O)c2cccs2)C1 (centres undefined),-20,2,0.9,-0.5,-5,3,0,-1,-2,x
Cc1ccc(S(=O)(=O)N2CCC(N3CCC(C)CC3)CC2)cc1,-2,7,0.6,-0.2,7,-2,2,38,6,-2.0
O=C(NCCCN1CCCC1)c1ccc2c(c1)N(Cc1ccccc1)CCS2,25,0,0.6,-0.5,1,2,96*,9,2,-0.9
CCN(CC)C(=O)[C@H]1C[C@H](CC(=O)NCC23CC4CC(CC(C4)C2)C3)C(=O)N2CCc3c([nH]c4cc(-c5ccco5)ccc34)[C@]12C,-2,6,x,-0.2,x,x,-1,x,-2,2.2
O=C(O)Cn1nnn(-c2ccccc2)c1=S,-5,6,-0.6,i,2,-2,3,-2,9,-1.0
Cc1cc(N=Cc2cc(Br)ccc2O)no1,-13,1,2.0,i,5,1,-2,10,3,-1.6
COc1ccc(NC(=O)c2cc(-c3ccccc3Cl)on2)cc1,-7,0,1.9,-0.6,-16,5,-1,30,8,-0.9
Cc1ccccc1NC(=O)Cn1nnc(-c2ccc(N3CCOCC3)cc2)n1,-18,2,-0.6,1.7,1,6,-1,19,7,-4.5
COC(=O)c1ccc(S(=O)(=O)N2CCC(O)CC2)n1C,-6,5,1.0,-0.4,-8,-2,-3,-12,22,x
O=C1NC2NC(=O)N([N+](=O)[O-])C2N1 (centres undefined),-4,2,-3.8,i,13,2,-1,-12,0,-1.3
CCC(CC)NC(=O)CSc1ccc(S(=O)(=O)N2CCOCC2)cn1,-2,-2,0.0,-1.5,-4,x,-1,x,0,-0.7
COc1ccccc1CNC(=O)CCNS(=O)(=O)c1cccc2nsnc12,-4,4,1.8,1.4,-3,2,0,6,7,-0.8
COc1ccc(-n2c(SCC(=O)N3CCCCC3)nc(O)cc2=O)cc1,-2,-12,5.3,-0.3,2,2,0,-17,-7,1.4
COc1ccc(Cc2nc3c4c(ncn3n2)Oc2ccc3ccccc3c2C4c2ccc(OC)c(OC)c2)cc1 (centres undefined),6,-10,-0.6,-0.1,-16,0,0,8,10,0.2
Cc1c(NC(=O)CN2CCCc3ccccc32)c(=O)n(-c2ccccc2)n1C,-8,-10,2.2,-2.9,-1,2,1,30,-4,0.1
CSc1nnc([C@H](C)NC(=O)OC(C)(C)C)o1,-13,4,0.9,-0.4,0,-1,0,28,-6,-0.9
COc1cc(-c2nnc(NC(=O)C3=COCCO3)o2)cc(OC)c1OC,-5&-3,7,0.9,1.2,1,x,22,x,16,-0.9

# (continued)
SMILES,PriA SSB inh,MazF activator,UGM FP inh,BH1578 lux ind,Rv3671c protease,3CLpro inhibitor,FBA Mtb inh,VHR inh abs,GDH-TPI inh,BioA inh
CCC(=O)Nc1ccc(NC(=S)NC(=O)c2cc3ccccc3o2)cc1,4,-19,-1.8,-0.2,-16,-8,0,-1,6,x
Cc1cc(C)c(C(=O)CSC2=NC(N)=C(C#N)C3(CCCCC3)C2C(N)=O)cc1C (centres undefined),22,-10,-1.6,i,7,1,-2,27,6,-0.3
CC(C)c1ccc(CCNC(=O)CCNC(=O)c2ccc(Br)cc2)cc1,-21,-6,3.1,-1.6,-4,6,1,-14,9,-0.2
O=S(=O)(NCCSc1ccccc1)c1cccs1,-13,9,2.5,-0.4,-2,5,2,-10,2,x
[N-]=[N+]=N[C@@H](CCN1CC[C@H](NC(=O)OCc2ccccc2)CCC1=O)c1ccccc1,-4,5,0.2,i,-9,-5,4,-3,9,-0.9
Cc1c(CCC(=O)NC2CC2)c(=O)oc2c(C)c(O)ccc12,-9,8,-1.3,-0.5,0,0,+,17,21,-1.6
O=C(CSc1nc2ccccc2o1)Nc1nncs1,0,4,5.2,-0.2,-6,-3,4,47,-8,-0.6
CCc1nc2ccc(C(=O)N3CCN(S(=O)(=O)CC)CC3)cn2c1N(CC)CCN(C)C,x,x,x,-1.1,x,x,-4,x,8,0.1
CCN(CC)CCCN(C(=O)Cn1nnc(-c2ccc(OC)c(OC)c2)n1)C(C(=O)NC(C)(C)C)c1ccc(F)cc1 (centres undefined),-18,11,-0.3,-0.1,1,7,5,3,3,x
Cc1ccccc1C(=O)Nc1nc2n(n1)C(c1ccccc1)CC(=O)N2 (centres undefined),-9,-3,-3.9,-0.7,-4,2,0,39,-5,-2.6
Cc1cc(OCC(=O)N2CCCN(C)CC2)ccc1Cl,5,0,-0.7,2.2,3,-2,4,18,-3,-0.3
COC(=O)Cn1c(=O)c2c(nc3n2CC(C)CN3c2ccc(C)c(C)c2)n(C)c1=O (centres undefined),-4,3,3.1,-0.4,5,x,6,6,9,1.6
c1ccc(Oc2cccc(OCCCn3cncn3)c2)cc1,-14,1,4.1,-4.5,17,0,-7,26,7,-0.2
COc1cc(-c2nc3c(c(C)nn3-c3ccccc3)c3cc(OC)c(OC)cc23)ccc1O,-9,1,-4.0,i,6,0,5,14,11,-2.2
CCOC(=O)c1cnn(-c2ncnc3c2oc2ccccc23)c1N,-2,8,-3.4,i,-1,x,2,8,8,-0.5
CCN(C(=O)COC(=O)/C=C/c1ccccc1)C1CCCCC1,8,9,-2.3,-0.4,3,4,4,17,-1,x
O=C(O/N=C(/c1ccccc1)c1ccncc1)c1cccc(F)c1,x,-1,-2.6,-0.4,0,-1,-3,31,-2,x
C=CCn1c(SCC(=O)Nc2ccc(O)cc2)nc2sc(CC)cc2c1=O,7,14,-2.7,-0.7,-7,0,1,2,5,-0.9
CC(C)CC(C(=O)NC1CCCC1)N(Cc1ccc2c(c1)OCO2)C(=O)c1snc(C(N)=O)c1N (centres undefined),17,10,2.1,-0.6,-11,0,-1,14,2,x
COc1ccccc1CC(=O)Nc1ccc2[nH]ncc2c1,-8,-3,0.8,-0.7,2,3,4,26,5,-1.5
O=C(O)CCC(=O)Nc1cc(C(F)(F)F)cc(C(F)(F)F)c1,-7,0,0.7,-0.5,6,6,1,27,6,x
COc1ccc(C(CNc2ccc(S(=O)(=O)N3CCN(C)CC3)cc2[N+](=O)[O-])N(C)C)cc1 (centres undefined),3,1,x,-0.4,x,x,-1,x,-10,0.7
CCN(C(=O)CCCC(=O)N(CC)c1ccccc1)c1ccccc1,-15,-2,-0.4,-0.2,-6,5,2,4,-9,x
O=C(NNC(=O)c1cc(Br)ccc1O)c1csc(N2CCOCC2)n1,-8,2,1.7,0.9,8,x,0,x,17,-2.7
COc1ccccc1NC(=O)CN(c1ccccc1F)S(C)(=O)=O,-28,-5,-1.1,i,2,0,2,0,-11,2.5

# Part of the list above, as labelled records.
> COC(=O)Cn1c(=O)c2c(nc3n2CC(C)CN3c2ccc(C)c(C)c2)n(C)c1=O (centres undefined)
- PriA SSB inh = -4
- MazF activator = 3
- UGM FP inh = 3.1
- BH1578 lux ind = -0.4
- Rv3671c protease = 5
- 3CLpro inhibitor = x
- FBA Mtb inh = 6
- VHR inh abs = 6
- GDH-TPI inh = 9
- BioA inh = 1.6
> c1ccc(Oc2cccc(OCCCn3cncn3)c2)cc1
- PriA SSB inh = -14
- MazF activator = 1
- UGM FP inh = 4.1
- BH1578 lux ind = -4.5
- Rv3671c protease = 17
- 3CLpro inhibitor = 0
- FBA Mtb inh = -7
- VHR inh abs = 26
- GDH-TPI inh = 7
- BioA inh = -0.2

# Three compounds already listed, arranged by molecular weight, low to high:
SMILES,PriA SSB inh,MazF activator,UGM FP inh,BH1578 lux ind,Rv3671c protease,3CLpro inhibitor,FBA Mtb inh,VHR inh abs,GDH-TPI inh,BioA inh
Cc1ccccc1C(=O)Nc1nc2n(n1)C(c1ccccc1)CC(=O)N2 (centres undefined),-9,-3,-3.9,-0.7,-4,2,0,39,-5,-2.6
C=CCn1c(SCC(=O)Nc2ccc(O)cc2)nc2sc(CC)cc2c1=O,7,14,-2.7,-0.7,-7,0,1,2,5,-0.9
CC(C)CC(C(=O)NC1CCCC1)N(Cc1ccc2c(c1)OCO2)C(=O)c1snc(C(N)=O)c1N (centres undefined),17,10,2.1,-0.6,-11,0,-1,14,2,x

# Look-ups from above:
# Reading of COc1ccccc1NC(=O)CN(c1ccccc1F)S(C)(=O)=O in BioA inh: 2.5
# Reading of c1ccc(Oc2cccc(OCCCn3cncn3)c2)cc1 in PriA SSB inh: -14

# (more compounds)
SMILES,PriA SSB inh,MazF activator,UGM FP inh,BH1578 lux ind,Rv3671c protease,3CLpro inhibitor,FBA Mtb inh,VHR inh abs,GDH-TPI inh,BioA inh
Cc1ccc(CNC(=O)NC23CC4CC(CC(C4)C2)C3)cc1,2,-2,-1.1,-0.1,-3,-2,0,2,6,x
Cc1c(Cl)cccc1NC(=S)NCCc1ccccn1,-2,-7,0.9,i,3,9,-2,-15,-13,0.3
CC(NC(=O)[C@H](NC(=O)[C@@H]1Cc2ccccc2CN1)c1ccccc1)c1ccccc1 (some centres undefined),-8,-2,-0.9,-0.6,4,-5,2,-3,8,-0.8
C/C(=C\c1cccc(Cl)c1)C(=O)c1c(C)cc(C)[nH]c1=O,-8,3,-2.1,i,-3,-3,-1,x,5,-0.4
COc1ccc(-n2c(=S)[nH]c3cc(C(=O)NCc4ccccc4OC)ccc3c2=O)c(OC)c1,10,5,-0.1,-0.4,-7,3,2,30,9,x
CCOC(=O)c1oc2ccccc2c1COC(=O)CNC(=O)c1ccccc1,-12,0,-0.2,i,-4,2,4,0,6,1.1

# Record cards, as listed above:
# Profile of CSc1nnc([C@H](C)NC(=O)OC(C)(C)C)o1 = PriA SSB inh = -13; MazF activator = 4; UGM FP inh = 0.9; BH1578 lux ind = -0.4; Rv3671c protease = 0; 3CLpro inhibitor = -1; FBA Mtb inh = 0; VHR inh abs = 28; GDH-TPI inh = -6; BioA inh = -0.9
# Profile of COc1cc(-c2nnc(NC(=O)C3=COCCO3)o2)cc(OC)c1OC = PriA SSB inh = -5&-3; MazF activator = 7; UGM FP inh = 0.9; BH1578 lux ind = 1.2; Rv3671c protease = 1; 3CLpro inhibitor = x; FBA Mtb inh = 22; VHR inh abs = x; GDH-TPI inh = 16; BioA inh = -0.9
